TNAP activation fold – human TNAP enzyme activators, primary screen, biochemical, luminescent, no phosphate acceptor, uHTS (AID 1001) | purified TNAP, luminescent activation assay, no phosphate acceptor; higher activation fold means a stronger effect | activation fold at 20 µM; hits with a dose series show EC50 in µM | 200,000 compounds, 0.03% hits; in the data active = activation fold from about 3, or a potency from the dose series; inactive = the rest, 99 in 100 with activation fold below about 1.6; also: many of its hits are not listed in these tables
LYP phosphatase – PTPN22 lymphoid phosphatase activity blockers – biochemical, fluorescence intensity, uHTS (AID 1779); inhibition, % at 11.5 µM, or IC50 in µM where a hit was titrated; 290,000 compounds, 0.054% hits; recombinant LYP phosphatase, fluorescence intensity; higher % means a stronger effect;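 also: plate controls were vehicle with enzyme for no effect and no enzyme for full effect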
human PMI inhibition – MPI enzyme activity inhibition – biochemical, fluorescence intensity, coupled assay, primary screen (AID 1209). inhibition, % at 20 µM, or IC50 in µM where a hit was titrated. purified PMI enzyme, coupled fluorescence intensity; higher % means a stronger effect. 190,000 compounds, 0.42% hits;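 also: plate controls were DMSO vehicle for no effect and wells lacking substrate for full effect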
XIAP displacement – XIAP antagonists, biochemical, IAP family, fluorescence polarization (AID 1018); 200,000 compounds, 0.007% hits; XIAP BIR domain, fluorescence polarization peptide displacement; higher % means a stronger effect; displacement, % at 20 µM, or IC50 in µM where a hit was titrated; in the data active = displacement above about 50%; also: a part of the inactive calls stands beside numbers as strong as those of hits
NOD1 NF-kB reporter – inhibition of NOD1-driven NF-kB reporter – cell-based, luminescence, uHTS, primary screen (AID 1578); NOD1-driven NF-kB luciferase reporter cells, luminescence; higher % means a stronger effect; one-dose inhibition, % at 4 µM; EC50 in µM for titrated hits; 290,000 compounds, 1% hits; in the data active = inhibition mostly above about 36%, no sharp cut-off; inactive = mostly below about 34%;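 also: HEK-293T reporter cells stimulated with the NOD1 agonist gamma-tri-DAP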
PMI inhibition – human PMI inhibitors, high substrate, primary screen, biochemical, fluorescence intensity, high mannose 6-phosphate (AID 1220); recombinant PMI enzyme, coupled fluorescence intensity; higher % means a stronger effect; one-dose inhibition, % at 20 µM; IC50 in µM for titrated hits; 190,000 compounds, 0.66% hits
KOR beta-arrestin-1 – KOR agonists, beta-arrestin recruitment, primary screen, cell-based, luminescence, uHTS (AID 1777) | activation, % at 10 µM, or EC50 in µM where a hit was titrated | KOR beta-arrestin recruitment, luminescence; higher % means a stronger effect | 280,000 compounds, 0.02% hits; in the data active = activation above about 50%, passing the limit was not always enough; also: a part of the inactive calls stands beside numbers as strong as those of hits
KOR beta-arrestin-2 – kappa opioid receptor blockers – cell-based, luminescence, uHTS (AID 1778). one-dose inhibition, % at 10 µM; IC50 in µM for titrated hits. KOR beta-arrestin recruitment, luminescence, antagonist mode; higher % means a stronger effect. 290,000 compounds, 0.091% hits; also: strong numbers were not always called active
NOD2 inhibition – NOD2 signaling inhibitors, cell-based, luminescence, uHTS, HEK293 (AID 1566); 290,000 compounds, 0.63% hits; HEK293 NOD2/NF-kB luciferase reporter, luminescence; higher % means a stronger effect; inhibition, % at 4 µM; hits with a dose series show EC50 in µM; also: many of its hits are not listed in these tables
Numbers without * were called inactive; · = not tested or not shown; [ ] = another dose, or the depositor's remark. Rule as the data show it, unless noted: active = inhibition above about 50%; inactive = the rest. Only part of the results is shown. The share of hits here may be higher or lower than overall.

SMILES	TNAP activation fold	LYP phosphatase	human PMI inhibition	XIAP displacement	NOD1 NF-kB reporter	PMI inhibition	KOR beta-arrestin-1	KOR beta-arrestin-2	NOD2 inhibition
COc1cccc(N/C(N)=N/c2nc(C)cc(=O)[nH]2)c1	·	-1%	·	·	-8%	·	1.8%	-22%[20 µM]	19%
CC(C)(C)[C@]1(O)CCN2C[C@H]3c4ccccc4CCc4cccc(c43)[C@@H]2C1	1	5%	-13%	-6.5%	-12%	-12%	0.3%	26%	10%
COC(=O)N/N=C/c1cn(Cc2ccc(Cl)cc2Cl)c2ccccc12	1.1	-5%	6%	-2.1%	27%	4%	-2.5%	-8%	22%
Cc1ccc2cc3cc(C(=O)NCCCN4CCCCCC4)oc3nc2c1	1.1	-8%	7%	1.7%	-38%	9%	-2.8%	7%	5%
COc1cc2c(cc1OC)C(c1ccccc1[N+](=O)[O-])N(C(C)=O)CC2 (configuration not stated)	·	-7%	·	·	-15%	·	-1.2%	-32%[20 µM]	21%
CC(C)C(c1nnnn1C1CCCC1)N1CCCCC1 (configuration not stated)	1.1	-7%	-9%	-13%	6%	-11%	0.8%	-5%	8%
COc1ccc(C(=O)COC(=O)C(CCSC)NC(=O)COc2ccccc2)c(OC)c1 (configuration not stated)	·	-11%	·	·	-26%	·	3.3%	-17%	1%
O=c1[nH]nc(N/N=C/c2ccc(Cl)cc2Cl)c(=O)[nH]1	·	-4%	·	·	-2%	·	-1.1%	2%	11%
COc1ccc(S(N)(=O)=O)cc1C(=O)NCC1(N2CCCCC2)CCCCC1	1	-9%	-11%	-5.8%	-2%	-4%	-1.0%	11%	1%
Cc1ccc(NC(=O)Cn2ccc(=O)[nH]c2=O)cc1	·	-9%	·	·	-7%	·	-1.4%	25%	8%
Cc1ccc(C)n1-c1ccc(C(=O)N2CCC(C(N)=O)CC2)cc1	1	-3%	0%	-8.3%	8%	1%	0.0%	14%	-1%
Cc1cc(C)c(C(N)=O)c(Nc2cccc(Cl)c2)n1	1.1	-3%	14%	-10%	-2%	15%	-5.0%	-1%	11%
Cc1nc2c(sc3nc4c(cc32)COC(C)(C)C4)c(=O)n1Cc1ccccc1	1.1	7%	1%	-14%	-39%	10%	0.2%	-42%	0%
Cn1c(Cl)c(C(=O)Nc2ccc(Cl)cc2)c2ccccc21	1.1	-4%	-1%	-3.4%	5%	5%	1.3%	10%	-50%
CCOC(=O)N1CCN(C(=S)Nc2cccc(C)c2C)CC1	1	-2%	7%	-6.4%	-18%	8%	-5.6%	-12%	10%
Cc1ccccc1Nc1n[nH]c(C)c1[N+](=O)[O-]	1	1%	8%	-11%	-24%	1%	9.6%	-5%	-2%
O=C(Nc1cccc2ncccc12)C(Cl)(Cl)Cl	1.1	1%	7%	0.7%	·	24%	2.8%	-26%	16%
OCCC1CN(Cc2ccccc2O)CCN1CCCc1ccccc1 (configuration not stated)	·	-9%	·	·	1%	·	0.9%	-35%[20 µM]	0%
CCc1ccc(C(=O)Nn2cnc3ccccc3c2=O)cc1	·	-5%	·	·	-19%	·	-6.5%	-24%	-40%
Cc1cccn2c(=O)c(/C=C(\C#N)S(=O)(=O)c3ccccc3)c(N3CCC(C(N)=O)CC3)nc12	0.9	0%	3%	-4.4%	-18%	-4%	1.2%	-38%	-5%
Cc1nc(SCC(=O)Nc2cccc(Cl)c2)n[nH]1	0.9	-8%	13%	-1.5%	-4%	11%	-1.2%	-20%	15%
CCn1c(=N)c(C(=O)OC)cc2c(=O)n3ccccc3nc21	1	-33%	2%	-7.7%	1%	3%	-4.9%	-1%	2%
Cc1nc(NCCc2ccc(F)cc2)c(C#N)c(C)c1[N+](=O)[O-]	1	-1%	-6%	-2.1%	-10%	-8%	0.9%	-14%	2%
O=c1c2ccccc2c(-c2ccc(O)cc2)nn1-c1cccc(C(F)(F)F)c1	1	-1%	15%	-0.1%	-8%	5%	-3.6%	34%	27%
O=C(CCN1C(=O)/C(=C/c2ccccc2Cl)SC1=S)NC1=NCCS1	0.9	1%	6%	-9.2%	0%	10%	-4.2%	9%	6%
O=C(NC1CCCC1)c1cnn2c(C(F)(F)F)cc(-c3ccco3)nc12	1.1	-3%	13%	-3.4%	5%	7%	-1.6%	-37%	9%
CC(C)CCn1c(=O)c2ccccc2n2c(CCl)nnc12	1.1	-1%	-14%	-3.6%	33%	-7%	1.6%	-29%	15%
CN(C)c1nc(N)c([N+](=O)[O-])c(NCc2ccccc2)n1	1.1	0%	-11%	-9.0%	-63%	-10%	6.2%	5%	-7%
CCOC(=O)C(Oc1ccc(=O)[nH]n1)C(C)=O (configuration not stated)	1.1	-12%	1%	-0.7%	10%	-3%	-10%	-1%	6%
C/C=C/Cn1c(SCc2ccccc2)nc2c1c(=O)[nH]c(=O)n2C	1.1	-5%	4%	-5.8%	35%	2%	-1.2%	-2%	24%

Reformatted with two lines to a compound: part of the list above.
Screens in order – TNAP activation fold, LYP phosphatase, human PMI inhibition, XIAP displacement, NOD1 NF-kB reporter, PMI inhibition, KOR beta-arrestin-1, KOR beta-arrestin-2, NOD2 inhibition
Cc1cccn2c(=O)c(/C=C(\C#N)S(=O)(=O)c3ccccc3)c(N3CCC(C(N)=O)CC3)nc12
    0.9, 0%, 3%, -4.4%, -18%, -4%, 1.2%, -38%, -5%
Cc1nc(SCC(=O)Nc2cccc(Cl)c2)n[nH]1
    0.9, -8%, 13%, -1.5%, -4%, 11%, -1.2%, -20%, 15%
CCn1c(=N)c(C(=O)OC)cc2c(=O)n3ccccc3nc21
    1, -33%, 2%, -7.7%, 1%, 3%, -4.9%, -1%, 2%
Cc1nc(NCCc2ccc(F)cc2)c(C#N)c(C)c1[N+](=O)[O-]
    1, -1%, -6%, -2.1%, -10%, -8%, 0.9%, -14%, 2%
O=c1c2ccccc2c(-c2ccc(O)cc2)nn1-c1cccc(C(F)(F)F)c1
    1, -1%, 15%, -0.1%, -8%, 5%, -3.6%, 34%, 27%
O=C(CCN1C(=O)/C(=C/c2ccccc2Cl)SC1=S)NC1=NCCS1
    0.9, 1%, 6%, -9.2%, 0%, 10%, -4.2%, 9%, 6%
O=C(NC1CCCC1)c1cnn2c(C(F)(F)F)cc(-c3ccco3)nc12
    1.1, -3%, 13%, -3.4%, 5%, 7%, -1.6%, -37%, 9%
CC(C)CCn1c(=O)c2ccccc2n2c(CCl)nnc12
    1.1, -1%, -14%, -3.6%, 33%, -7%, 1.6%, -29%, 15%
CN(C)c1nc(N)c([N+](=O)[O-])c(NCc2ccccc2)n1
    1.1, 0%, -11%, -9.0%, -63%, -10%, 6.2%, 5%, -7%
CCOC(=O)C(Oc1ccc(=O)[nH]n1)C(C)=O (configuration not stated)
    1.1, -12%, 1%, -0.7%, 10%, -3%, -10%, -1%, 6%
C/C=C/Cn1c(SCc2ccccc2)nc2c1c(=O)[nH]c(=O)n2C
    1.1, -5%, 4%, -5.8%, 35%, 2%, -1.2%, -2%, 24%

Additional records follow.
SMILES	TNAP activation fold	LYP phosphatase	human PMI inhibition	XIAP displacement	NOD1 NF-kB reporter	PMI inhibition	KOR beta-arrestin-1	KOR beta-arrestin-2	NOD2 inhibition
CCNC(=S)Nc1cccc(S(=O)(=O)NC2=NCCC2)c1	1.1	-7%	1%	-3.4%	-32%	4%	2.4%	6%	8%
COCCn1c(SCC#N)nnc1-c1ccccc1O	1.1	-4%	-12%	-1.7%	·	-8%	0.8%	-9%	10%
COc1ccc(C)cc1NC(=O)C1CCN(S(=O)(=O)c2cccc3cccnc23)CC1	1.1	-3%	-3%	-9.4%	18%	-6%	1.4%	-52%	2%
COCc1c(C(=O)N/N=C/C2CC=CCC2)nnn1-c1nonc1N (configuration not stated)	1	-4%	-1%	-7.9%	-14%	7%	0.9%	-9%	-11%
Cn1cc(SCC(=O)N2CCCc3ccccc32)c2ccccc21	1	-3%	20%	-6.1%	-2%	16%	-3.2%	11%	-3%
COc1ccc(S(=O)(=O)NC(CC(=O)N2CCc3ccccc32)c2ccco2)cc1 (configuration not stated)	1.1	-4%	11%	-1.3%	-16%	10%	-3.1%	14%	24%
CC(C)C1=CC(=Nc2ccc(S(N)(=O)=O)cc2)C=C(C(C)C)C1=O	·	-5%	·	·	-23%	·	5.8%	-21%[20 µM]	19%
Cc1cccn2cc(CNC(=O)CC3CCCC3)nc12	1.2	-6%	10%	3.2%	0%	5%	1.7%	-12%	-9%
C=CCOc1c(Br)cc(/C=N\n2nnnc2N)cc1OC	1.1	-2%	-7%	-10%	-27%	-7%	4.0%	-4%	7%
CN(C)CCNC(=O)COc1ccc(C23CC4CC(CC(C4)C2)C3)cc1	1.1	-15%	-18%	-4.7%	-37%	-14%	-0.9%	-78%	10%
CCOc1ccccc1C(=O)Nc1cccc2ccccc12	·	-10%	·	·	-20%	·	-0.4%	-16%	15%
CCN(C(=O)COC(=O)CCS(=O)(=O)c1ccc(C)cc1)C1CCS(=O)(=O)C1 (configuration not stated)	·	-10%	·	·	-12%	·	-2.8%	-3%	-5%
COc1cccc(CN2CCNC(=O)C2CC(=O)N(C)CCc2ccccn2)c1 (configuration not stated)	1.1	-8%	15%	-3.7%	-16%	29%	-1.7%	-29%	0%
O=CN(/C=C1\Sc2ccccc2C1=O)Cc1ccccc1	1.1	-4%	10%	-3.2%	-36%	4%	-2.2%	28%	-24%
O=C(CSc1nnc(COc2ccccc2)o1)Nc1nccs1	1	-7%	8%	-2.9%	-26%	5%	-1.9%	7%	-4%
CCC(c1nnnn1CCOC)N1CCN(c2cccc(C(F)(F)F)c2)CC1 (configuration not stated)	1.2	-9%	-3%	5.3%	1%	-6%	3.1%	31%	0%
O=C(CN1CCN(S(=O)(=O)N2CCCCC2)CC1)Nc1cc(Cl)ccc1Cl	·	-2%	·	·	9%	·	1.4%	-23%	11%
O=C(Cn1c2c(c(=O)n3ncnc13)CCC2)N/N=C/c1cccs1	·	-3%	·	·	-16%	·	7.4%	-10%	-5%
CCC(C)C(=O)Nc1nnc(SCC(=O)NC2CCCCC2)s1 (configuration not stated)	·	-1%	·	·	-26%	·	1.6%	-6%	-10%
O=C(c1c(F)cccc1F)N1CCN(c2ncc(Br)cn2)CC1	·	-7%	·	·	-10%	·	4.7%	-22%	5%
CCN(c1ccccc1)S(=O)(=O)c1ccc(Cl)nc1	1.1	-4%	14%	-7.6%	-2%	22%	-4.0%	9%	14%
CC(C)(C)OC(=O)n1cc(/C=N/NC(=O)c2ccco2)c2ccccc21	·	-7%	·	·	-25%	·	7.0%	-19%	4%
C/C(=N\NC(=O)c1ccccc1)c1ccccc1F	1.1	3%	-10%	-5.6%	-51%	-8%	0.8%	4%	-55%
c1ccc(-n2nnnc2SCc2cn3ccccc3n2)cc1	1.1	-2%	3%	-9.8%	10%	-5%	1.9%	-42%	7%
C[C@@H]1CN(c2nc3nonc3nc2N2CCSCC2)C[C@H](C)O1	1.1	-2%	9%	-2.4%	-18%	11%	-0.6%	-15%	8%
Cc1ccc(C2CC(c3cccs3)=NN2C(=O)CCl)cc1 (configuration not stated)	·	5%	·	·	95%*	·	5.3%	8%	37%
Cc1nc(S(=O)(=O)c2ccc(Cl)cc2)c(N(C)C)o1	·	-12%	·	·	7%	·	-6.7%	-8%	-12%
